MPTP block: permeability transition pore inhibition; inhibition, % at 10 µM; isolated mouse mitochondria, Ca2+ swelling absorbance, 30 min; hit rate 1.4% among 360,000;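 active = inhibition of 50% or more, scaled per plate between neutral and stimulator controls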;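 also: 0% = DMSO wells given calcium and 100% = 1 mM EGTA wells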
hIAP inh: human IAP inhibition | inhibition, % at 10 µM | hit rate 0.12% among 330,000 | AID 2544 | P09923 | purified IAP, CDP-Star luminescence, 30 min;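 active = inhibition reaching a set limit with compound at 10 µM in the primary screen, cut at about 35% in these data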;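 also: plate controls were DMSO wells with enzyme for no effect and no-enzyme buffer wells for full effect; values of inactives mirror those of a sister screen read the other way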
Target sequence (P09923 whole entry, looked up): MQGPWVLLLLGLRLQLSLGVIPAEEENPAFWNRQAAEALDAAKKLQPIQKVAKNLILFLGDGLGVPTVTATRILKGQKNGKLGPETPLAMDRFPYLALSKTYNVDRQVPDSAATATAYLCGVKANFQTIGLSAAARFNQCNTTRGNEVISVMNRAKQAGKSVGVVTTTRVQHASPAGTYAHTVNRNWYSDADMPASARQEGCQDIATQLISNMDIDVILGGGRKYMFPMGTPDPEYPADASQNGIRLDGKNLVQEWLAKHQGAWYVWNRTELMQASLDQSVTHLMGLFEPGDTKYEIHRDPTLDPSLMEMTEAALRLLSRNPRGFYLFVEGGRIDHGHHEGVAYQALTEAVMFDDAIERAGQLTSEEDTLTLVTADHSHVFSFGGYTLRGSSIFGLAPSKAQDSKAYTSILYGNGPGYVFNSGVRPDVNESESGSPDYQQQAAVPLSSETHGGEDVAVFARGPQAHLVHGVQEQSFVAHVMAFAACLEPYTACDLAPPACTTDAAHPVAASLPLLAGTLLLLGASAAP
A3A deaminase: blocks human APOBEC3A ssDNA deamination. P31941. recombinant A3A, FAM/TAMRA ssDNA deamination fluorescence. inhibition, % at 20 µM. hit rate 0.41% among 330,000. AID 493011;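 active = at least 40% inhibition at 20 µM here, with at most 30% in a related deaminase screen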;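 also: plate controls were A3A with DMSO for no effect and wells lacking A3A enzyme for full effect; some results filed as inactive read as strong as hits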
Target sequence (P31941 whole entry, looked up): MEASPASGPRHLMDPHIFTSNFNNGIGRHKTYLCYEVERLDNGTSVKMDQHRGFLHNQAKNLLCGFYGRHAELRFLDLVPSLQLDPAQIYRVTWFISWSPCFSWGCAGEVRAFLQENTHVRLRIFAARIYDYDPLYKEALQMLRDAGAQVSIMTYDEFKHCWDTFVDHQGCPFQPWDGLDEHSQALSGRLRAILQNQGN
A3G deaminase: APOBEC3G (human) deaminase inhibition; recombinant A3G, ssDNA deamination FAM/TAMRA fluorescence; inhibition, % at 20 µM; hit rate 0.28% among 330,000; AID 493012;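 active = inhibition of at least 40% at 20 µM, with no more than 30% in the related APOBEC3A deaminase screen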;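 also: plate controls were DMSO wells with A3G for no effect and wells lacking A3G enzyme for full effect; some compounds called inactive have numbers as strong as hits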
mIAP act: increases mouse intestinal alkaline phosphatase activity; muIAP, CDP-Star luminescence, 30 min; stronger effect = higher value; 1 = vehicle-only enzyme signal, 0 = enzyme-free wells; activation factor at 10 µM; hit rate 0.24% among 330,000; AID 2805;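 active = activation factor of at least 2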; also: the source names both 10 and 20 µM as test concentration; values of inactives mirror those of a sister screen read the other way
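Assay system: mouse IAP enzyme; reagent: chemiluminescent substrate CDP-Star; dosing: test compounds delivered from DMSO solution; schedule: 30 min at room temperature; measured by: luminescence from enzymatic CDP-Star hydrolysis; controls: DMSO-only wells and no-enzyme negative control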
hIAP act: increases human intestinal alkaline phosphatase activity; activation factor at 10 µM; P09923; purified human IAP, CDP-Star luminescence, 30 min; stronger effect = higher value; 1 = vehicle-only enzyme, 0 = enzyme-free background; hit rate 0.16% among 330,000;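 active = activation factor of the enzyme at least 2-fold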; also: the source names both 10 and 20 µM as test concentration; values of inactives mirror those of a sister screen read the other way
mIAP inh: mouse IAP inhibition; purified mouse IAP, CDP-Star luminescence, 30 min; hit rate 0.2% among 330,000; inhibition, % at 10 µM; AID 2806;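 active = inhibition of at least 40% at 10 µM in the primary screen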;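 also: plate controls were DMSO with enzyme for no effect and no enzyme wells for full effect; values of inactives mirror those of a sister screen read the other way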
MIN6 prolif: induces beta-cell replication in MIN6 cells; MIN6 cells proliferation, ATPlite luminescence, 48 h; cells starved in 0.2% serum; 100% = growth in 10% serum; proliferation, % at 10 µM; hit rate 0.29% among 330,000; AID 2380;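 active = compounds whose signal lies at least 3.5 SD above the mean of all wells on their plate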;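 also: 0% = DMSO-treated cells in low-serum medium and 100% = 10% serum control; some compounds called inactive have numbers as strong as hits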
GRIN3A LBD mod: modulates the human NR3A ligand-binding domain. NR3A LBD differential scanning fluorimetry, Tm shift; 0% = protein alone, 100% = glycine-bound protein. Tm shift relative to glycine control, % at 25 µM. hit rate 2.5% among 340,000. AID 1259313;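 active = melting temperature shift of at least 10% of the positive control shift, at one fixed dose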
* = called active by the depositor; . = not tested or not shown. The order is random; about 5% have a hit in one of these screens.

SMILES	MPTP block	hIAP inh	A3A deaminase	A3G deaminase	mIAP act	hIAP act	mIAP inh	MIN6 prolif	GRIN3A LBD mod
CCc1ccc(S(=O)(=O)N/N=C\c2ccc([N+](=O)[O-])o2)cc1	-0.5	4	0	11	0.91	0.96	9	-2	1
O=C(CCCCCn1c(=S)[nH]c2cc3c(cc2c1=O)OCO3)NCCc1ccccc1	0.4	-26	-6	-7	0.83	1.3	17	-1	1
Cn1c(=O)n(CC(=O)O)c(=O)c2c1nc1n2CCCN1CCc1ccccc1	0.3	-24	-2	-4	1	1.2	-3	0	0
COc1ccc(N2CCN(C(=O)C3CCC(Cn4c(=S)[nH]c5ccccc5c4=O)CC3)CC2)cc1 (stereo unspecified)	0.7	5	-1	-3	0.9	0.95	10	-4	-1
O=C(C1CCCC1)N1CCC(CO)(Cc2ccccc2Cl)CC1	3.3	12	-4	-6	0.98	0.88	2	-1	-1
Cc1nc([N+](=O)[O-])cn1CC(O)c1ccccc1 (stereo unspecified)	2.7	-2	-5	-9	1	1	-4	-1	0
CC(=O)NC(Cc1ccc(F)c(F)c1)C(=O)NC1CCN(S(=O)(=O)c2ccc(C)cc2)CC1 (stereo unspecified)	-2.1	-2	1	-5	1.1	1	-10	0	-1
Cc1ccc(N2CCN(CC(O)COc3ccccc3)CC2)cc1 (stereo unspecified)	0.7	-11	-3	-2	1	1.1	-1	-3	1
COC(=O)[C@@]12CCCCN1[C@H](c1ccc(-c3ccc(OC)cc3)cc1)[C@@H]1C(=O)N(C)C(=O)[C@@H]12	-2.7	-6	0	-4	0.93	1.1	7	-8	0
COc1ccc(CN(CC(=O)NC2CCCC2)C(=O)c2onc(C(N)=O)c2N)cc1	-0.8	-3	-1	-4	1	1	0	0	1
CCOC(=O)C(=O)Nc1ccccc1C(=O)OC	-1.4	2	0	-5	1	0.98	-3	0	2
N#CCCNS(=O)(=O)c1ccc(C(=O)OCCCOC(=O)c2ccc(S(=O)(=O)NCCC#N)cc2)cc1	-0.2	4	25	1	1	0.96	0	-3	1
O=C(NCc1ccccc1)/C(=C\c1ccccc1)NC(=O)c1ccco1	-2.5	-16	0	-5	1	1.2	-1	1	-2
Cc1ccc(NC(=S)NCc2ccccc2)c(C)c1	0.0	0	-3	8	1.1	1	-5	-5	-2
COc1cccc(CNS(=O)(=O)c2ccc(S(=O)(=O)NC3CC3)cc2)c1	-1.3	14	-3	-13	0.95	0.86	5	-4	1

Looked up above.
Value of Cc1ccc(N2CCN(CC(O)COc3ccccc3)CC2)cc1 (stereo unspecified) under hIAP inh: -11
Value of COc1ccc(CN(CC(=O)NC2CCCC2)C(=O)c2onc(C(N)=O)c2N)cc1 under MPTP block: -0.8

(next part)
SMILES	MPTP block	hIAP inh	A3A deaminase	A3G deaminase	mIAP act	hIAP act	mIAP inh	MIN6 prolif	GRIN3A LBD mod
Cc1ccc(Nc2nc(N)c([N+](=O)[O-])c(NCCO)n2)cc1C	1.8	-6	3	2	0.9	1.1	10	-2	0
Cc1ccc(NC(=O)CCn2nnc3ccccc32)c(C)c1	-1.9	-2	-5	-6	0.97	1	3	-2	0
O=C(CC1CCCC1)Nc1ccc(Cl)c(S(=O)(=O)N2CCOCC2)c1	1.0	-10	-5	-6	1.1	1.1	-12	-1	-1
Cc1ccc(C)c2[nH]c(=O)c(CCNS(=O)(=O)c3ccccc3)cc12	-0.3	-2	0	-1	0.89	1	11	5	-3
CCOc1ccc(CCNC(=O)c2ccc(CS(=O)Cc3ccc(Cl)cc3)o2)cc1OCC (stereo unspecified)	-0.6	-18	-2	-8	1	1.2	-3	0	-1
N#C/C(=C\c1c(N2CCCCCC2)nc2ccccn2c1=O)C(=O)NC1CCS(=O)(=O)C1 (stereo unspecified)	-1.0	7	44*	-9	0.94	0.93	6	0	0
CN1CCN(c2ccccc2NC(=O)c2ccc(-c3cccc(Cl)c3)o2)CC1	0.0	2	-3	-10	0.97	0.98	3	-7	-7
CCN(c1ccc(F)cc1)S(=O)(=O)c1cccc2nsnc12	0.1	22	3	2	0.95	0.78	5	-1	0
CC1CN(C(=O)c2cc(COc3c(F)cccc3F)on2)CCN1C (stereo unspecified)	-0.3	-24	1	-1	0.95	1.2	5	-3	0
Cc1c(C(=O)N(C)Cc2cccc(F)c2)oc2c(Cl)cccc12	0.8	23	1	-12	0.91	0.77	9	0	-1
O=C(NNC1=Nc2ccccc2SC1)c1ccc(Cl)cc1	35	-2	3	3	1	1	-2	-4	-4
COc1ccc(C2Nc3ccccc3C(=O)N2Cc2ccccc2)cc1CSc1ccccn1 (stereo unspecified)	0.2	12	-4	-4	1.1	0.88	-6	-1	-7
COc1ccc(NS(=O)(=O)c2cccc3nsnc23)cc1Cl	1.7	1	-5	-7	0.98	0.99	2	-5	1
COc1cccc(CN2CCCCC2C(=O)O)c1 (stereo unspecified)	-0.3	0	0	-3	1.1	1	-14	-2	-1
CCOc1ccc(NC(=O)c2cccc(NC(=O)c3ccccc3)c2)cc1	0.6	4	3	-2	1.1	0.96	-5	-2	3
CCC(=O)N1CCCc2cc(S(=O)(=O)N3CCN(c4ncccn4)CC3)ccc21	-0.2	-11	-1	-6	1.1	1.1	-9	1	-1
CC(=O)c1c(C)[nH]c(C(=O)OCc2nnc(-c3ccc([N+](=O)[O-])cc3)o2)c1C	2.0	-5	0	0	0.84	1.1	16	4	-1
COC(=O)c1cc(OC)c(OC)cc1NC(=O)CSc1nnc(-c2cccnc2)n1C	2.2	-115	-1	-9	1.1	2.1*	-9	-1	1
O=C(CCCC(=O)NCC1CCCO1)NCC1CCCO1 (stereo unspecified)	-4.0	-4	-3	-7	0.98	1	2	-2	-2
O=C(c1cc(COc2ccc(F)c(F)c2)on1)N1CCOCC1	-0.7	2	-4	-3	1	0.98	-3	0	0
Cc1ccc(Cl)c(OCCCCN(C)Cc2ccccc2)c1	-2.7	18	0	-2	0.87	0.82	13	-4	4
CCOc1cc(/C=C(/NC(C)=O)C(=O)O)cc(Cl)c1OCc1ccc(Br)cc1	0.6	6	1	-3	0.93	0.94	7	0	-1
Cn1c2cc(C#N)sc2c2cnn(Cc3ccc(F)cc3)c(=O)c21	0.6	-10	1	-1	0.98	1.1	2	-3	-14
C#CCNC(=O)C1=C[C@@H](C2CC2)[C@H](CCCO)[C@@H](OCC)O1	-3.0	-6	-3	-9	0.9	1.1	10	-4	2
CN1C2CCC1CC(OC(c1ccccc1)c1ccccc1)C2 (stereo unspecified)	0.1	-10	-1	-3	1	1.1	-3	-4	0
Cc1cc(C)c(NC(=O)/C=C\C(=O)O)c([N+](=O)[O-])c1	-2.2	2	2	3	0.98	0.98	2	-1	0
C/C(=N\NC(=O)c1ccccc1Cl)c1ccccn1	-0.5	-37	-3	-8	1	1.4	-2	-2	1
CCOC(=O)c1cc(CC)sc1NC(=O)c1ccc([N+](=O)[O-])c(N2CCOCC2)c1	10	4	0	-2	0.86	0.96	14	0	4
COc1ccc(/C=N/NC(=O)c2nn(-c3ccc(C)c(C)c3)c(=O)c3ccccc23)cc1	3.5	-3	4	-7	0.96	1	4	-1	-1
O=C(C1CCCN(Cc2cc(Br)ccc2O)C1)N1CCCCC1 (stereo unspecified)	-1.3	9	-4	-9	0.93	0.91	8	0	-3
Cc1nn(-c2ccccc2)c(C)c1/C=C/C(=O)OC(C)C(N)=O (stereo unspecified)	0.3	10	7	-1	0.95	0.9	5	0	-7
Cc1ccc2nc(N3C(=O)C(O)=C(C(=O)c4ccco4)C3c3ccc(O)cc3)sc2c1 (stereo unspecified)	1.6	-12	-4	11	0.94	1.1	6	-3	.
O=C(Cc1ccc(F)cc1)Nc1c(C(=O)N2CCN(c3ncccn3)CC2)oc2ccccc12	-2.0	-2	0	-4	0.97	1	3	-4	0
CC1CC1C(=O)OCC(=O)NC(=O)c1ccc(C(C)(C)C)cc1 (stereo unspecified)	0.1	-10	-3	-6	1	1.1	-4	0	0
O=C(Nc1ccc(N2CCN(C(=O)c3ccco3)CC2)cc1)c1ccco1	-0.7	3	0	-2	0.93	0.97	7	1	1
O=C(CNC(=O)c1ccc(Br)o1)Nc1ccccc1	1.4	14	-8	-8	1	0.85	-4	-3	2
COc1ccc(CNC(=O)CN2C(=O)NC(Cc3ccccc3)(c3ccccc3)C2=O)cc1OC (stereo unspecified)	0.2	-3	4	-8	1.1	1	-12	6	0
Nc1cc(-c2cccc(Br)c2)nn1Cc1ccccc1	0.1	4	-7	-7	0.9	0.96	10	1	5
CCCC(=O)c1cn(CC(=O)OC)c2ccccc12	-6.0	-2	-3	-10	1.1	1	-5	-4	0
CC1CCCCN1S(=O)(=O)c1ccc(N(C(=O)c2cnccn2)C(C(=O)NC2CCCCC2)c2cccs2)cc1 (stereo unspecified)	-0.2	12	2	2	0.98	0.88	2	-2	-7
O=C(Nc1nc(-c2cc(F)ccc2F)cs1)C1=COCCO1	0.4	12	2	-3	1.1	0.88	-6	-3	0
CC(=O)COC(=O)C1CCN(S(=O)(=O)c2cc([N+](=O)[O-])ccc2Cl)CC1	1.8	-1	27	1	1	1	-1	0	-1
CC(=O)NCCc1ccc(S(=O)(=O)N2CCN(c3nc(-c4ccccc4)c(C)s3)CC2)cc1	-0.7	4	2	-9	0.99	0.96	1	-1	0
Cc1csc(NC(=O)CSc2nc3ccccc3s2)n1	0.1	9	-1	-1	1	0.91	-2	1	3
COc1cc(NC(=O)c2ccnn2C)c(OC)cc1Cl	0.7	19	-2	-5	0.91	0.81	9	0	1
CCN(c1ccccc1)S(=O)(=O)c1ccc(OC)c(NC(=O)C2=NN(c3ccccc3)C(=O)CC2)c1	-0.8	6	-1	-7	0.91	0.94	9	-6	0
CCNC(=O)CN(CCc1ccccc1)S(C)(=O)=O	-3.5	9	0	-3	1	0.91	0	-2	0
CCC(=O)Nc1cccc(NC(=O)CSc2nnnn2Cc2ccccc2)c1	1.5	-28	-6	-6	0.95	1.3	4	-2	1
CCOC(=O)C1C(=O)C=C(c2ccc([N+](=O)[O-])cc2)CC1c1ccccc1 (stereo unspecified)	0.6	1	4	-1	0.98	0.99	2	-4	0
CCCCOC(=O)c1ccc(NC(=O)c2ccccc2OC)cc1	0.8	9	-1	-1	0.95	0.91	5	-3	-12
O=C(COc1ncnc2ccccc12)NCc1ccc2c(c1)OCO2	-0.3	5	-3	-8	1	0.95	0	-1	2
COc1ccc(CCN2C(=O)N(c3ccc(OC)cc3)C(=O)C2CC(=O)Nc2ccccc2)cc1 (stereo unspecified)	1.8	8	0	-1	1	0.92	-4	-4	-2
Cc1ccc(C)c(C(=O)COC(=O)CCN2C(=O)C3C4CCC(C4)C3C2=O)c1 (stereo unspecified)	0.1	-16	-1	-2	1	1.2	-2	-2	2
N#Cc1ccccc1S(=O)(=O)N1CCN(CC(=O)NCC2(N3CCOCC3)CCCCC2)CC1	-1.0	-10	-3	0	1.1	1.1	-11	-3	0
O=C(COc1ccc(CO)cc1Cl)Nc1ccc(F)cc1	1.8	21	-3	-4	1	0.79	0	-3	1

High-throughput results as filed in PubChem BioAssay.
